Screening results (PubChem BioAssay)
Tau ThT inhib – qHTS for Inhibitors of Tau Fibril Formation, Thioflavin T Binding; Microtubule-associated protein tau (Homo sapiens), P10636; Potency, µM (titrated, usually from 57.4 µM), for inactives: at the top dose activity, negative = inhibition, most hits filed as inhibitors; recombinant tau K18 P301L, heparin-induced fibrillization, ThT fluorescence; actives 2.1% (n = 270,000); AID 1460, 2008; note: % is set by controls: 0 for no effect and ±100 for the full control effect; nearly all actives have a fitted effect of over 55% in size
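Recombinant human tau K18 fragment […] carrying P301L, 15 uM unlabeled plus 0.24 uM Alexa 594-labeled, was fibrillized with 20 uM heparin in 100 mM sodium acetate pH 7 for 6 hr at 37 C; 30 uM ThT fluorescence read after 1 hr.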
L3MBTL1 inh – qHTS Assay for the Inhibitors of L3MBTL1. Lethal(3)malignant brain tumor-like protein 1 (Homo sapiens), Q9Y468. AID 485360, 2010. AlphaScreen L3MBTL1–H3K9me1 peptide binding. Potency, µM (top dose mostly 57.1 µM), without a hit: top-dose activity, negative = inhibition, actives largely listed as inhibitors. actives 0.66% (n = 230,000); note: % is set by controls: 0 for no effect and ±100 for the full control effect; nearly all actives have a fitted effect of over 60% in size
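AlphaScreen proximity signal between nickel-chelate acceptor and streptavidin donor beads (final 10 ug/mL) reports binding of 50 nM L3MBTL1 to 75 nM biotin-H3 K9me1 peptide; complex incubated with compounds 30 min at room temperature; cefsulodin titration as control.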
TRb SRC2 PPI – qHTS for Inhibitors of the Interaction of Thyroid Hormone Receptor and Steroid Receptor Coregulator 2; actives 0.065% (n = 280,000); Thyroid hormone receptor beta (Homo sapiens), P10828; Potency, µM (titrated, usually from 106 µM), for the others: top-dose activity change, negative = inhibition, most hits filed as inhibitors; TRbeta-SRC2 peptide binding, fluorescence polarization; receptor liganded with 1 µM T3;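 note: plate controls were bound peptide for no effect and peptide without receptor for full effect; nearly all actives have a fitted effect of over 50% in size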
Target sequence (P10828 whole entry, looked up): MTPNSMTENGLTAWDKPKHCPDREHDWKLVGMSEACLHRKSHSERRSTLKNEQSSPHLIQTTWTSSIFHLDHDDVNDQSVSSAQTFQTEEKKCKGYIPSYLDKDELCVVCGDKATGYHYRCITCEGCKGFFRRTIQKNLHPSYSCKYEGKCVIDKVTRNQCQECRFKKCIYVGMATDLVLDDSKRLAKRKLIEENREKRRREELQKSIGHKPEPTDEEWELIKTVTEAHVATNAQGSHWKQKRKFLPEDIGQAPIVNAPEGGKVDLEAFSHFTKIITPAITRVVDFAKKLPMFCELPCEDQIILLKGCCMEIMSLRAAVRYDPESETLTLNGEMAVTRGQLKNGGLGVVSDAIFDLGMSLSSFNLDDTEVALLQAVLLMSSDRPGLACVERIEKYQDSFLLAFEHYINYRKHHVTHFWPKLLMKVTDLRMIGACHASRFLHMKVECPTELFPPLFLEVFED
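Human TRb ligand-binding domain (0.6 uM) is mixed with 20 nM Texas Red SRC2 peptide and 1 uM T3; after compound addition and 5 hr at ambient temperature, polarization is measured and normalized to unbound and bound controls.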
HTT cytoprotect – qHTS Multiplex Assay to Identify Dual Action Probes in a Cell Model of Huntington: Cytoprotection (ATP) | Potency, µM (series often up to 56.4 µM), without a hit: cytoprotection (ATP increase), most hits filed as activators | PC12 HTT-Q103 induced, cytoprotection, ATP luminescence, 40 h | actives 0.14% (n = 230,000) | AID 1471, 2008;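 note: % of control where 0% means no effect; nearly all actives have a fitted effect of over 45% in size; toxic huntingtin expression switched on by the ecdysone agonist tebufenozide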
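Cells were plated at 1500 per well in phenol red-free DMEM with 5% equine and 5% calf serum. Tebufenozide (100 nM final) and compounds were added, then ATPlite reagent, and luminescence was read.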
TexasRed fluor – Total Fluorescence Counterscreen for Inhibitors of the Interaction of Thyroid Hormone Receptor and Steroid Receptor Coregulator 2; TRb/SRC2 Texas Red total fluorescence interference; AID 1479, 2009; actives 0.29% (n = 280,000); Potency, µM (series often up to 106 µM), for inactives: top-dose fluorescence change, negative = quenching; active = well fitted curve in either direction with a large enough effect; inconclusive = small, poorly fitted or top-dose-only effect; note: % is set by controls: 0 for no effect and ±100 for the full control effect
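Flags fluorescent or light-absorbing compounds by total fluorescence, S + 2P, at 555 nm excitation and 632 nm emission. Mixture: 20 nM Texas Red SRC2 peptide, 0.6 uM human TRb LBD, 1 uM T3, 5% DMSO; compound exposure 5 h at ambient temperature.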
Tau fibril FP – qHTS for Inhibitors of Tau Fibril Formation, Fluorescence Polarization; Microtubule-associated protein tau (Homo sapiens), P10636; K18 P301L tau heparin fibrillization, Alexa594 FP, 6 h; Potency, µM (series often up to 57.7 µM), for the others: at the top dose activity, negative = inhibition, hits mostly inhibitors; actives 0.39% (n = 280,000); note: % is set by controls: 0 for no effect and ±100 for the full control effect; nearly all actives have a fitted effect of over 55% in size
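K18 P301L tau (15 uM unlabeled/0.24 uM Alexa 594-labeled, final) + compound + heparin 20 uM final; 100 mM NaOAc pH 7; 6 hr 37 C; ThT 30 uM final added, 1 hr RT; FP ex 555/em 632 nm.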
RECQ1 helicase – qHTS Assay for Inhibitors of RecQ-Like Dna Helicase 1 (RECQ1); Potency, µM (doses to about 57.3 µM), for the others: at the top dose activity, negative = inhibition, most hits filed as inhibitors; ATP-dependent DNA helicase Q1 (Homo sapiens), P46063; RECQ1 DNA unwinding, red fluorescence kinetic read; AID 2549, 2010; actives 0.54% (n = 240,000);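 note: plate controls were vehicle for no effect and no enzyme for full effect; nearly all actives have a fitted effect of over 30% in size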
Target sequence (P46063 whole entry, looked up): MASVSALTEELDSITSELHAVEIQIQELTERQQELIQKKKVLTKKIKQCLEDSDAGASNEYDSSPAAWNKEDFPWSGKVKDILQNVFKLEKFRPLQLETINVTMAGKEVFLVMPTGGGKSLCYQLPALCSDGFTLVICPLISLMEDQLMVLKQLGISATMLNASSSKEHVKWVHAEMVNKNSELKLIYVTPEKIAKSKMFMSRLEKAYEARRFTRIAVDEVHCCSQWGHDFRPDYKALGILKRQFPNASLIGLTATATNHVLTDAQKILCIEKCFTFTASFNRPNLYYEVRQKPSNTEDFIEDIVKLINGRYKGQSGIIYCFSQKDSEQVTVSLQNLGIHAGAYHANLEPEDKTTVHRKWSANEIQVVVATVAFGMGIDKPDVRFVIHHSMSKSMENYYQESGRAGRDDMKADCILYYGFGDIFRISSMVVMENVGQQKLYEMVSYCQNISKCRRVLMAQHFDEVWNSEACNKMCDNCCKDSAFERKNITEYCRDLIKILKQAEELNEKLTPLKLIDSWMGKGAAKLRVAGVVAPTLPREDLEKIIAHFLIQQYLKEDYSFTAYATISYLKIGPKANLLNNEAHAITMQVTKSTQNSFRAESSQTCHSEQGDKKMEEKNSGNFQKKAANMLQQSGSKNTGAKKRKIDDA
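50 nM RECQ1T1 preincubated 15 min with compound in Tris pH 8.0 buffer with MgCl2, DTT, Tween-20 and 2.5 ug/ml poly(dI-dC); started with 200 nM TAMRA/BHQ-2 forked duplex and 2 mM ATP. Unwinding read as fluorescence (525/598 nm), two reads 2 h apart.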
Tau fluor cs – Counterscreen qHTS for Inhibitors of Tau Fibril Formation, Fluorescence Polarization. tau K18 P301L Alexa594 fluorescence, heparin fibrillization. Potency, µM (doses to about 57.7 µM), for the others: top-dose activity change, negative = decrease. actives 0.93% (n = 280,000). AID 1463, 2008; note: % is set by controls: 0 for no effect and ±100 for the full control effect; nearly all actives have a fitted effect of over 55% in size
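Human tau K18 P301L (15 uM unlabeled, 0.24 uM Alexa 594-labeled) in 100 mM sodium acetate pH 7 with 20 uM heparin, 6 hr at 37 C. ThT 30 uM added, 1 hr ambient; Alexa 594 FP and total fluorescence read at 555/632 nm.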
* marks the source's active call; other numbers are inactive results; i = inactive; u = inconclusive; x = not tested or not shown; & = joins results of further samples; [ ] = another dose, or the depositor's remark. Unless noted, calls come from the whole dose curve; as a rule, active = well fitted curve in the direction sought with a large enough effect; inconclusive = small, poorly fitted or top-dose-only effect, or another doubt; inactive = no such curve, though single readings can be large; an effect the other way counts as inactive or inconclusive. Potency is the fitted concentration of half-maximal effect. This is a subset, so the mix of outcomes need not match the whole.

SMILES | Tau ThT inhib | L3MBTL1 inh | TRb SRC2 PPI | HTT cytoprotect | TexasRed fluor | Tau fibril FP | RECQ1 helicase | Tau fluor cs
CC(C)C(OC(=O)c1cccs1)C(=O)NCc1ccco1 (stereo unspecified) | -7% | x | -12% | -12%[10 µM] | -1% | -3% | -6% | 3%
CC(=O)Nc1ccc(N(C)S(C)(=O)=O)cc1 | -7% | x | -4% | 16% | 0% | -6% | 0% | -4%
COc1ccc2c(c1)c1nc3ccccc3nc1n2CCn1c(=O)oc2ccccc21 | u | 4% | -3% | -4%[10 µM] | -2% | u | -8% | -9%
CCC(=NCCN1CCNCC1)C1=C(O)CC(C)(C)CC1=O | u | x | -1% | -10%[10 µM] | 0% | u | i | -20%
CCOc1ccc(CNC(=O)CSc2c3c(nc4cc(Cl)ccc24)CCCC3)cc1 | -1% | x | 3% | x | 1% | 14% | x | 4%
COc1ccccc1/C=C/C=N/NC(=O)CCn1nnc2ccccc21 | -12% | -1% | 3% | -3%[10 µM] | 0% | 0% | -8% | -7%
O=C(Nc1nnc(-c2ccncc2)s1)C1CCCO1 (stereo unspecified) | -11% | -1% | 7% | -7%[10 µM] | 0% | -5% | i | -9%
O=C1NC(c2cccs2)Nc2ccccc21 (stereo unspecified) | 1% | x | -12% | -12% | -3% | -9% | -4% | -5%
Cc1nn(C)cc1C(N)=O | 3% | 5% | 7% | 9% | 1% | 1% | -1% | 1%
COCCn1c(C)cc(O)c(C(c2ccc(F)cc2)N2CCN(c3ccccc3)CC2)c1=O (stereo unspecified) | u | x | 2% | x | 1% | -2% | x | 5%
O=C1CSC(=Nc2ccc(Cl)cc2)N1Cc1cccnc1 | -13% | -13% | 2% | -6%[10 µM] | 2% | 2% | i | -16%
COc1ccc2oc(=O)c(C(=O)N3CCN(c4cc(Cl)ccc4Cl)CC3)cc2c1 | -13% | x | 6% | x | -7% | -6% | x | -25%
O=C(/C=C/c1ccco1)Nc1ccc(N2CCCC2)cc1 | 2.2µM* | -13% | -4%[53 µM] | 0%[10 µM] | -5%[53 µM] | 9% | 4% | -21%
Cc1ccc(C(=O)CC(=O)COc2ccc(Cl)cc2)cc1 | u | 115%[activator] | -2% | -1%[10 µM] | -19% | -2% | -11% | -12%
Cc1cc(C)c2cc(CN(Cc3nnnn3Cc3ccc(F)cc3)C3CCCC3)c(=O)[nH]c2c1 | u | 33%[activator] | -22% | -13% | 1% | -12% | -10% | -12%

3 compounds drawn at random from the list so far:
SMILES | Tau ThT inhib | L3MBTL1 inh | TRb SRC2 PPI | HTT cytoprotect | TexasRed fluor | Tau fibril FP | RECQ1 helicase | Tau fluor cs
CCC(=NCCN1CCNCC1)C1=C(O)CC(C)(C)CC1=O | u | x | -1% | -10%[10 µM] | 0% | u | i | -20%
COCCn1c(C)cc(O)c(C(c2ccc(F)cc2)N2CCN(c3ccccc3)CC2)c1=O (stereo unspecified) | u | x | 2% | x | 1% | -2% | x | 5%
CC(C)C(OC(=O)c1cccs1)C(=O)NCc1ccco1 (stereo unspecified) | -7% | x | -12% | -12%[10 µM] | -1% | -3% | -6% | 3%

(list continues)
SMILES | Tau ThT inhib | L3MBTL1 inh | TRb SRC2 PPI | HTT cytoprotect | TexasRed fluor | Tau fibril FP | RECQ1 helicase | Tau fluor cs
COc1cc2c3c(c1)C1(C(=O)N3C(C)(C)C=C2C)C(C#N)=C(N)Oc2cc(O)ccc21 (stereo unspecified) | 0% | x | -13% | 20% | -1% | -8% | -7% | u
O=C(CN1/C(=C(/O)c2ccccc2)C(=O)c2ccccc2S1(=O)=O)c1ccccc1 | -20% | x | -2% | -4% | -1% | -8% | -8% | -14%
COC(=O)c1cc2oc3ccccc3c2n1CC(=O)N1CCCc2ccccc21 | -19% | x | -3% | -22% | -3% | 5% | 9% | -14%
CCOC(=O)C(C)n1nc(-c2ccccc2)c2ccccc2c1=O (stereo unspecified) | -5% | u | -5% | 14% | -2% | u | -3% | -9%
COc1ccc(NC(=O)CC2C(=O)N(c3ccc(F)cc3)C(=S)N2NC(=O)c2ccccc2)cc1 (stereo unspecified) | -11% | -11% | 3% | -15%[10 µM] | 1% | -12% | 3% | -29%
CC(C)NC(=O)c1ccccc1NC(=O)/C=C/c1ccc([N+](=O)[O-])cc1 | -8% | 7% | -15% | 4% | -2% | -2% | 9% | 1%
CC(Sc1nncn1C)C(=O)Nc1nnc(-c2ccccc2)s1 (stereo unspecified) | -8% | 3% | -16% | -10%[10 µM] | -1% | -3% | -3% | 3%
c1ccc2c(c1)CCc1c-2nc2ccccc2c1N1CCOCC1 | -15% | 14% | -1% | -5%[10 µM] | -1% | -7% | -8% | -18%
COc1ccc2c(Sc3ccccc3)c(C(=O)NCc3ccc(OC(C)C)cc3)[nH]c2c1 | -5% | x | -5% | x | -2% | -5% | x | u
CCCCC1=CC2=CC(=O)C(C)(OC(=O)CC)C(=O)C2=CN1CCOC (stereo unspecified) | u | x | 11%[11.2 µM] | -7%&-4%[10 µM] | -6%[11.2 µM] | 0%[11.6 µM] | 3%[11.5 µM] | -4%[11.6 µM]
Nn1c(-c2ccccn2)nnc1-c1ccccn1 | -9% | -23% | 2% | 13%[10 µM] | 1% | -1% | -3% | 2%
Cc1cccc2cc(CN(Cc3ccco3)C(=O)c3ccncc3)c(=O)[nH]c12 | -4% | -16%[11.4 µM] | -3% | 10% | -1% | -1% | -7% | 4%
CCOC(=O)C1=C(C)NC(C)=C(C(=O)OCC)C1c1ccc(C)o1 | -11% | -13% | -1% | 6%[10 µM] | -1% | -11% | 1% | -26%
C=CCOc1ccc(CNc2nccs2)cc1 | -9% | -28% | -10% | -3%[10 µM] | -1% | -7% | -1% | -8%
Cc1nc(SCC(=O)c2ccccc2)c(C#N)c(-c2ccco2)c1C(=O)NCc1ccco1 | u | u | 0% | -30% | 2% | 1% | i | -8%
Cc1ccccc1OCC(=O)Nc1ccc(OCc2cc(=O)n3ccsc3n2)cc1 | u | x | 5% | x | -2% | -4% | x | -15%
Cc1ccc(Nc2nnc(SCC(=O)NCCN3C(=O)CSC3=O)s2)cc1 | -10% | 5% | -7% | -4%[10 µM] | -1% | 9% | -5% | -6%
Fc1ccc(N2CCN(C(c3cccs3)c3nnnn3CCc3ccccc3)CC2)cc1 (stereo unspecified) | -7% | -8% | -3% | 22%[10 µM] | -1% | 10% | -14% | -21%
CC(C)CC(=O)Nc1cccc(C(=O)Nc2ccccc2C(=O)O)c1 | -8% | x | -5% | -24% | -7% | 4% | 6% | -7%
c1cc2c(cc1Nc1nc(-c3ccc4c(c3)OCO4)cs1)OCCO2 | 3.2µM* | 0% | 10% | -4%[10 µM] | 3% | 7% | -15% | 8.9µM*[quencher]
CCOC(=O)C(=CNc1ccc(-c2ccco2)c(Cl)c1)C(=O)OCC | u | -18% | -3% | 33%[10 µM] | -1% | 5% | u | -3%
CC(=O)Nc1ccc(NC(=O)C(C)n2nc(C)c([N+](=O)[O-])c2C)cc1 (stereo unspecified) | -2% | -8%[11.4 µM] | -3% | -32%[inhibitor] | -7% | -3% | -5% | -1%
CCC1CCCCN1C(=O)c1c(-c2ccccc2)noc1C (stereo unspecified) | 8% | u | 10% | 4%[10 µM] | 0% | 1% | 2% | 2%
O=C(COC(=O)CCc1ccccc1)NC(c1ccccc1)c1ccccc1 | 0% | 17% | 5%[53 µM] | 6%[10 µM] | -1%[53 µM] | 4% | -13% | -5%
COc1ccc(NCc2ccc(OC)c(OC)c2)cc1 | u | -9% | -17% | -27% | 0% | -3% | 2% | -24%
O=C(NCc1ccc(Cl)cc1)C(=O)NCC1OCCN1C(=O)c1ccc(Cl)cc1 (stereo unspecified) | -10% | x | -3% | -19% | 0% | -1% | i | -12%
O=C(NCCCCc1ccccc1)C1CC(c2cc(C(F)(F)F)cc(C(F)(F)F)c2)=NO1 (stereo unspecified) | 5% | x | -3% | 6%[10 µM] | -2% | -1% | -3% | 5%
COc1ccc(OC)c(NC(=O)Cn2cccc2)c1 | -4% | -29% | -2% | -12% | 5% | -5% | -1% | -3%
CN(C)c1nc(N)c(C(=O)Nc2cccnc2)nc1Cl | -18% | x | -5% | -187%[inhibitor] | -3% | 0% | i | -28%
Cn1ncc(Br)c1C(=O)NCc1cccs1 | -9% | x | 13% | -2% | 1% | -15% | -3% | -15%
CCCCCCCCCCCC(=O)NC(C(=O)OCC)C(O)c1cccc([N+](=O)[O-])c1 (stereo unspecified) | -10% | 3% | 1% | 8% | -1% | 4% | 11% | -21%
CCOc1ccc(N=Cc2c(O)n(-c3cccc(C)n3)c(=O)c3ccccc23)cc1 | u | -6% | 7% | -25% | -4% | 15% | -18% | -29%
CCOC(=O)c1c(-c2cccc([N+](=O)[O-])c2)csc1NC(=O)C1CCCCC1 | -10% | -2% | 2% | -14%[10 µM] | 0% | u | 8% | -18%
O=C(NCc1ccccc1)c1cc[n+](Cc2ccccc2)cc1 | -1% | 7% | 5% | -25%[10 µM] | -2% | 1% | -4% | 7%
N#CCCN(Cc1cccs1)C(=O)Nc1ccccc1 | 2% | 8% | 0% | 13%[10 µM] | -3% | 8% | -3% | 5%
O=C(COC(=O)CN1C(=O)C2CCCCC2C1=O)NC1CCS(=O)(=O)C1 (stereo unspecified) | 2% | 6% | -5% | 11%[10 µM] | -7% | 3% | -1% | 8%
